FLuc counter – firefly luciferase modulation, counter-screen for miR-21 project | Potency, µM (top dose mostly 57.5 µM), for the others: top-dose activity change, negative = inhibition, usual class: inhibitors | purified FLuc, Km substrates, luminescence inhibition | AID 588342 | 6.9% of 360,000 active;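 further: potency means the concentration at half of the fitted maximal effect; plate controls were vehicle for no effect and reference inhibitor for full effect; nearly all actives have a fitted effect of over 55% in size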
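Biochemical qHTS of compounds, final roughly 60 µM downward over six points, against 10 nM purified firefly luciferase using Km concentrations of substrates (10 uM D-luciferin, 10 uM ATP) in Tris acetate pH 7.5 buffer; luminescence output.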
Coupling enz – inhibits coupling enzyme system, counter-screen for aldolase hits. activity change, negative = inhibition, % at 58.2 µM, hits read low. coupling enzyme system counterscreen, AmpLite Red fluorescence. 0.67% of 290,000 active; in the data active means activity change below about -30%; further: on the % scale 0 is the no-effect control and ±100 the full control effect
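Counterscreen lacking aldolase: glyceraldehyde-3-phosphate coupling-enzyme reagent preincubated 10 min at RT with compound (at 57.5 uM final), then substrate/coupling system with AmpLite Red added; fluorescence read at 525/598 nm after 20 min RT.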
Giardia kill – kills Giardia lamblia; Giardia lamblia trophozoite viability; activity change, % at 7.66 µM, hits read low; 0.15% of 340,000 active; in the data active means activity change below about -80%; inconclusive means between about -30% and that limit;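 further: parasites exposed to compound for two days anaerobically before the ATP read; on the % scale 0 is the no-effect control and ±100 the full control effect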
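Giardia lamblia trophozoites (100 cells/well) were incubated with compounds for 48 h at 37 deg C under anaerobic conditions. Viability was read as ATP content by one-step luminescence after 15-30 min at room temperature.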
Gal4-VP16 FLuc – Gal4-VP16 reporter inhibition counter-screen; 3.5% of 310,000 active; Potency, µM (top dose mostly 53.6 µM), inactives show at the highest dose activity, negative = inhibition, most hits filed as inhibitors; Drosophila S2 Gal4-VP16 UAS-luciferase, luminescence, 20 h;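 further: Gal4-VP16 expression switched on by copper sulfate through the metallothionein promoter; potency means the concentration at half of the fitted maximal effect; on the % scale 0 is the no-effect control and ±100 the full control effect; nearly all actives have a fitted effect of over 50% in size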
uPA generation – cell surface uPA generation inhibition. cell surface uPA generation assay, qHTS. Potency, µM (titrated, usually from 38.3 µM), for inactives: at the highest dose activity change, negative = inhibition, usual class: inhibitors. 0.31% of 330,000 active; active means well fitted inhibition curve with a large enough effect; inconclusive means small, poorly fitted or top-dose-only effect; inactive means no such curve, though single readings can be large or run the other way; tested in mouse RAW 264.7 cells; further: potency means the concentration at half of the fitted maximal effect; on the % scale 0 is the no-effect control and ±100 the full control effect; nearly all actives have a fitted effect of over 55% in size
KCNH2 3.1 inh – blocks the human KCNH2 3.1 channel isoform | U2OS KCNH2 3.1, thallium flux FluxOr; hits give low values | activity change, % (tested at about 1.8 µM) | 0.95% of 340,000 active;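 active means maximum activity change below -70%; inconclusive means maximum activity change from -70% to -50%; inactive means maximum activity change above -50%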;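 further: thallium influx rate constant from kinetic fluorescence after stimulation buffer; on the % scale 0 is the no-effect control and ±100 the full control effect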
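Steps: virus added to U2OS suspension (4 h, RT, dark); medium with 10% FBS added, cells plated, 37 C overnight; FluxOr/Red40 loading buffer 45 min RT; stimulation buffer, 2 min kinetic read; rate constant normalized.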
Tb PFK inh – inhibitors of T. brucei phosphofructokinase. Potency, µM (highest dose often 57.5 µM), for the others: top-dose activity, negative = inhibition, hits mostly inhibitors. O15648. T. brucei PFK, ADP-Glo luminescence. AID 485367. 0.17% of 330,000 active;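 further: potency means the concentration at half of the fitted maximal effect; 0% = uninhibited 1x PFK enzyme wells and -100% = no-enzyme wells; nearly all actives have a fitted effect of over 60% in size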
Target sequence (O15648 whole entry, looked up): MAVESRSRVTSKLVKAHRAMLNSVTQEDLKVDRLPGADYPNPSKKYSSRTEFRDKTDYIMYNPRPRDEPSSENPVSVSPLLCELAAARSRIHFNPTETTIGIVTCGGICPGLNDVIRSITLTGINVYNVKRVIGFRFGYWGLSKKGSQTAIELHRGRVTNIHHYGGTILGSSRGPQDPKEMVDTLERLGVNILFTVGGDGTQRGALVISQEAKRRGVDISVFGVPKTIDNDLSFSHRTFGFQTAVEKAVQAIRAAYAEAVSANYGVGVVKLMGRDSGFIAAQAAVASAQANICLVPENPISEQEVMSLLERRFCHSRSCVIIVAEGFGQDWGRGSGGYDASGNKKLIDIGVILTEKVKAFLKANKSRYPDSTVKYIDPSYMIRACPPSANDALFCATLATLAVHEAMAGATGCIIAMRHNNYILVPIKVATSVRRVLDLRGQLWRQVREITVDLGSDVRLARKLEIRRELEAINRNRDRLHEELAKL
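Compounds were pin-transferred as a titration series up to 57 uM into substrate buffer (0.5 mM F6P, 0.1 mM ATP, pH 8.0), then 1.25 nM PFK was added and reactions ran 45 min before ADP-Glo detection.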
ELG1 genotoxic – inducers of genotoxicity in HEK293T ELG1-luciferase cells; HEK293T ELG1-luciferase reporter, luminescence, 16 h; 1.3% of 330,000 active; Potency, µM (top dose mostly 46 µM), for inactives: top-dose activity change, positive = activation, usual class: activators; further: potency means the concentration at half of the fitted maximal effect; % of control where 0% means no effect; nearly all actives have a fitted effect of over 60% in size
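Genotoxic stress is detected as increased luminescence from luciferase-tagged ELG1 in HEK293T cells, measured with ONE-Glo after a 16 hr treatment at 37 °C.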
NPC1 prom act – activates the NPC1 promoter | Huh7 NPC1 promoter luciferase reporter, 24 h | Potency, µM (series often up to 9.22 µM), inactives show at the top dose activation, hits mostly activators | 2.4% of 320,000 active;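 further: potency means the concentration at half of the fitted maximal effect; % of control where 0% means no effect; nearly all actives have a fitted effect of over 60% in size; reporter is driven by a mutant NPC1 promoter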
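Luminescence from an NPC1 promoter-driven luciferase reporter in stably transfected Huh7 cells was measured after 24 h compound treatment at 37 °C, followed by 10 min ambient incubation with luciferase detection reagent.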
Rab9 prom act – activates the Rab9 promoter. 2.8% of 320,000 active. Potency, µM (highest dose often 9.22 µM), for inactives: at the top dose activation, negative = inhibition, usual class: activators. Huh7 Rab9 promoter-luciferase reporter, luminescence, 24 h; further: potency means the concentration at half of the fitted maximal effect; % of control where 0% means no effect; nearly all actives have a fitted effect of over 60% in size
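Cell-based reporter: Huh7 stable for Rab9 promoter-driven luciferase, plated in reduced-serum medium with 10% FBS at 1500 cells/well, compound-treated 24 h at 37 °C, luminescence read after 10 min reagent.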
RORg inh – inhibitors of mouse ROR gamma transcriptional activity. P51450. Drosophila S2 Gal4-RORgamma UAS-luciferase reporter, 20 h. Potency, µM (series often up to 53.6 µM), for the others: top-dose activity change, negative = inhibition, hits mostly inhibitors. 5.4% of 310,000 active; further: potency means the concentration at half of the fitted maximal effect; on the % scale 0 is the no-effect control and ±100 the full control effect; nearly all actives have a fitted effect of over 60% in size
Target sequence (P51450 whole entry, looked up, the tested form may be a part): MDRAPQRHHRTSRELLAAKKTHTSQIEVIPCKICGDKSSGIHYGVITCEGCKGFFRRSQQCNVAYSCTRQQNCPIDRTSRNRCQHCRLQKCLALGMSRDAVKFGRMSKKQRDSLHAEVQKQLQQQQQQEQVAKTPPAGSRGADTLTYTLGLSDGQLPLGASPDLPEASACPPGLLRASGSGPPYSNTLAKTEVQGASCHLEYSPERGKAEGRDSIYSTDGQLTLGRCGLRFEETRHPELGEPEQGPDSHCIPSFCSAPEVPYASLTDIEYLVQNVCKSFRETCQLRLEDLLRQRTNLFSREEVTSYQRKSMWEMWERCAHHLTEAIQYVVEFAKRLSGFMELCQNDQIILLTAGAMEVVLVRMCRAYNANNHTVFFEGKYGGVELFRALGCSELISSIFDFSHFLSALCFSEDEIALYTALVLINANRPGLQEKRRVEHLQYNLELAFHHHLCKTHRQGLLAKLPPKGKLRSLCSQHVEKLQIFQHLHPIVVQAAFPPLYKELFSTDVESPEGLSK
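ROR gamma transcriptional activity was tracked as Gal4-UAS luciferase output in stably transfected Drosophila Schneider cells, with compound added 1 hr before 700 uM copper sulfate induction and a 20 hr ambient-temperature incubation.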
An asterisk follows results filed as active; ? = inconclusive; . = no result given; [ ] = dose if it differs, or a comment. Unless noted, the call rests on the fitted dose curve; in most records, active means well fitted curve in the direction sought with a large enough effect; inconclusive means small, poorly fitted or top-dose-only effect, or another doubt; inactive means no such curve, though single readings can be large; an effect the other way counts as inactive or inconclusive.

Structure | FLuc counter | Coupling enz | Giardia kill | Gal4-VP16 FLuc | uPA generation | KCNH2 3.1 inh | Tb PFK inh | ELG1 genotoxic | NPC1 prom act | Rab9 prom act | RORg inh
COCC(C)n1c(SC(C)C(=O)NC2CCCCC2C)nc2ccccc2c1=O (stereo not given) | 5% | . | 16 | 4% | -7% | . | -4% | -4% | 1% | 4% | 6%
COc1ccc(-c2ccc3ccccc3n2)cc1OC | 11µM* | 1 | -10 | 7% | -20% | 2 | 0% | 4.1µM* | 2.2µM* | 2µM* | -22%
Cc1ccc(S(=O)(=O)N2CCOCC2)cc1NC(=O)COC(=O)c1n[nH]c(=O)c2ccccc12 | -1% | 2 | 3 | -1% | 4% | -1 | 14% | -1% | 1% | 1% | 2%
CCCCN1C2=NCCCN2c2ccccc21 | -2% | 1 | -17 | -2% | -17% | -7 | 1% | 0% | 0% | -1% | -5%
CCn1c(CCn2c3ccccc3c3ccccc32)n[nH]c1=S | -6% | -4 | 15 | 6.3µM* | -11% | -17 | -3% | -1% | 0% | -8% | 5.6µM*
CCc1ncc(C(O)c2cccc3ccccc23)n1C (stereo not given) | -2% | 1 | -10 | 1% | . | 6 | -4% | -4% | -1% | 8% | -1%
COc1ccc(C2SCC(=O)N2CCc2ccc(OC)c(OC)c2)cc1 (stereo not given) | -1% | -2 | -18 | 2.8µM* | ? | -3 | -1% | -8% | -7% | -1% | ?
COc1ccc(CC(=O)N2CCc3cc(OC)c(OC)cc3C2O)cc1OC (stereo not given) | 3% | 0 | ? | 2% | 3% | 3 | -5% | -1% | 0% | -1% | 20%
O=C(CN1CCN(CC(=O)Nc2ccc(Cl)cc2)CC1)Nc1ccc(F)cc1 | 6% | 1 | 9 | -5% | -1% | -118* | 2% | -1% | -2% | -6% | 11%
Cc1cc(C(=O)N/N=C/c2cn(C)nc2C)c2ccccc2n1 | 0% | . | -3 | -10% | -9% | 1 | 0% | 0% | -5% | -1% | -8%
O=C(NCc1ccc(Cl)cc1)c1ccc(COCC(F)(F)F)o1 | 5% | -3 | -1 | -6% | 2% | -4 | -9% | 1% | -4% | -11% | 13%
Cn1c(=O)c2c(O)c(C=NCc3ccccc3)c(=O)n(C)c2n(C)c1=O | -1% | 1 | 5 | 0% | 5% | -6 | 1% | -1% | -1% | 1% | -15%
Cc1ccc(C(=O)N2CCCC(CCC(=O)N3CCN(c4ccccn4)CC3)C2)cc1C (stereo not given) | -8% | . | -5 | -1% | 1% | 1 | -9% | -8% | 0% | -5% | 23%
COc1ccc2[nH]cc(CCNC(=O)C3CCCNC3=O)c2c1 (stereo not given) | 0% | -4 | 4 | 9% | 11% | 14 | -1% | -3% | 0% | -4% | 6%
Cc1cccc(/C=N/NC(=O)c2ccncc2)n1 | -17% | 1 | -12 | 0% | -11% | -11 | 1% | 0% | -3% | -8% | -16%
CCOC(=O)C(NC(=O)c1ccccc1)(OCc1ccccc1)C(F)(F)F (stereo not given) | 4% | 0 | -15 | -11% | 6% | -2 | -2% | 0% | -3% | -2% | -3%
COc1ccccc1Nc1nc2c(s1)CCC2 | 15µM* | 0 | 9 | -14% | 2% | . | 1% | 16% | 28% | 27% | ?
CCCCCNCc1cccn1C | 2% | 1 | 0 | 15% | 2% | 6 | 2% | -6% | 27% | 1% | -6%
O=c1onc2cnc3ccccc3n12 | . | 5 | . | 10% | . | . | . | . | -3%[46.1 µM] | 5%[46.1 µM] | -33%
CCCCC(NC(=O)c1ccc(C#N)cc1)C(=O)NCCC (stereo not given) | -2% | . | 9 | . | 11% | . | -5% | 3% | 0% | 1% | .
O=C(CSc1nnc(CNC(=O)c2c(F)cccc2F)o1)NCCc1ccccc1 | 0% | -3 | 15 | -4% | 6% | 5 | -5% | 5% | -4% | 18% | ?
CCc1c(C)[nH]c2nc3ccccc3n2c1=O | -1% | 4 | 7 | 8% | -6% | ? | -1% | 7% | -1% | 10% | 1%
CCc1nnc(NC(=O)CSc2nnc(-c3ccccc3O)n2CC)s1 | 2% | 5 | -13 | 0% | . | 16 | 0% | 4% | -1% | 8% | 1%
Cc1sc(NC(=O)CN(Cc2ccc(F)cc2)C(=O)C(C)C)c(C(N)=O)c1C | -2% | 4 | -6 | -2% | -3% | -2 | 2% | -12% | -2% | -2% | 28%
Cc1ccn2c(NC3CCCC3)c(-c3ccccn3)nc2c1 | ? | -7 | -4 | -17%[10 µM] | 4% | -24 | 0% | 6% | -14% | -17% | 3.5µM*
COc1ccc(NC(=O)CCC(=O)N/N=C/c2cn(C)nc2C)cc1 | 6% | 1 | -10 | 2% | -1% | 10 | 2% | -3% | -3% | -1% | 15%
O=C(NCCCN1CCOCC1)c1onc(CSc2nc3ccccc3[nH]2)c1C(=O)NCCCN1CCOCC1 | 2% | 0 | -12 | 10% | -15% | -12 | 9% | 3% | -2% | -1% | 8%
C#CCSc1n[nH]c(=O)n1-c1cccc(C(F)(F)F)c1 | -1% | 3 | -12 | 2% | 3% | -3 | 1% | -3% | 0% | -4% | 6%
Cn1c(Cc2cccs2)nnc1SC/C=C/c1ccccc1 | 3% | -2 | -17 | -1% | 1% | -3 | -2% | -2% | -4% | 1% | -19%
CCCCOC(=O)CNc1nnc(SCC(=O)OCC)[nH]c1=O | -1% | 1 | 10 | 2% | -9% | -17 | -20% | 1% | -2% | -8% | -37%

As entered above.
Value of `CCCCOC(=O)CNc1nnc(SCC(=O)OCC)[nH]c1=O` in RORg inh: -37%
Value of `COc1ccc(CC(=O)N2CCc3cc(OC)c(OC)cc3C2O)cc1OC` (stereo not given) in ELG1 genotoxic: -1%
Value of `COc1ccc(NC(=O)CCC(=O)N/N=C/c2cn(C)nc2C)cc1` in Giardia kill: -10

Next part:
Structure | FLuc counter | Coupling enz | Giardia kill | Gal4-VP16 FLuc | uPA generation | KCNH2 3.1 inh | Tb PFK inh | ELG1 genotoxic | NPC1 prom act | Rab9 prom act | RORg inh
CC(C)N1C(=O)C(=O)N(CC(=O)N2c3ccccc3NC(=O)CC2C)C1=O (stereo not given) | 1% | . | -26 | . | 1% | 12 | -2% | -3% | -1% | 1% | .
CC(=O)N1CCC2(CC1)C/C(=N\NC(=S)Nc1ccc(C)cc1)c1cc(O)ccc1O2 | ? | -8 | 12 | ? | -29% | -3 | 0% | -1% | -4% | -9% | 10µM*
Cc1noc(C)c1CSc1ccccc1C(=O)OC(C)C(N)=O (stereo not given) | -3% | -1 | -11 | 8% | 0% | 3 | 6% | 16% | -3% | 0% | -22%
Cc1ccc(C(CC(=O)O)NC(=O)CN2C(=O)c3ccccc3C2=O)cc1 (stereo not given) | 1% | -2 | -29 | 2% | -3% | -8 | 6% | 0% | 1% | 2% | -4%
COc1ccccc1Nc1c([N+](=O)[O-])cc(C)cc1[N+](=O)[O-] | -14% | 1 | 10 | 10% | 9% | 11 | 3% | 9% | -1% | 2% | -23%
COc1ccc(C(=O)/C=C/c2cc(C(=O)O)cc3c2OCOC3)c(O)c1 | 1.7µM* | -1 | 9 | 27% | 2% | -2 | 1% | 16% | -1% | -3% | -32%
COC(=O)CN(c1ccc(C)cc1)S(=O)(=O)c1ccc(F)cc1 | 1% | -1 | 0 | -1% | 0% | -8 | 1% | 1% | 0% | -11% | 21%
COc1ccc(-c2cc(=O)oc3cc(OCC(=O)N4CCOCC4)ccc23)cc1 | -2% | 2 | -13 | -12% | 7% | 7 | 1% | -6% | 2% | -5% | -15%
C/C(CC(=O)Nc1ccc(C)c(Cl)c1)=N\NC(=O)c1ccncc1 | -13% | 1 | -1 | 22% | -2% | -15 | -11% | 2% | -2% | -6% | ?
CCc1ccc(NC(=O)NCc2ccc3c(c2)OCO3)cc1 | -1% | -1 | 12 | 5% | -3% | 8 | 0% | 14% | 15% | 8% | 4%
O=C(CSc1nnc(-c2ccc(OC(F)F)cc2)o1)N1CCOCC1 | ? | 1 | -13 | 5% | -4% | 0 | 6% | ? | ? | ? | 13%
Cc1cccc(C(=O)OCC(=O)N2CCCCCC2)c1 | 19µM* | . | -22 | . | 2% | 2 | -18% | ? | ? | ? | .
Cc1cc(C)cc(NC(=S)N(CCN(C)C)C(C)c2cccnc2)c1 (stereo not given) | -1% | 2 | -8 | 0%[10 µM] | 2% | 9 | 1% | -9% | -2% | -4% | 11µM*

With a hit mark in NPC1 prom act, among the entries above:
Structure,uPA generation,Tb PFK inh,NPC1 prom act,Rab9 prom act,RORg inh
COc1ccc(-c2ccc3ccccc3n2)cc1OC,-20%,0%,2.2µM*,2µM*,-22%

Three compounds from above, ordered by the number in uPA generation, highest first:
| mol | uPA generation | Tb PFK inh | NPC1 prom act | Rab9 prom act | RORg inh |
| --- | --- | --- | --- | --- | --- |
| Cc1cc(C)cc(NC(=S)N(CCN(C)C)C(C)c2cccnc2)c1 (stereo not given) | 2% | 1% | -2% | -4% | 11µM* |
| COC(=O)CN(c1ccc(C)cc1)S(=O)(=O)c1ccc(F)cc1 | 0% | 1% | 0% | -11% | 21% |
| CCc1ccc(NC(=O)NCc2ccc3c(c2)OCO3)cc1 | -3% | 0% | 15% | 8% | 4% |

Outcome played no part in choosing rows. Share with any hit: about 14%.
